S1P3 antagonist: antagonists of human S1P3 receptor; CHO S1P3 NFAT-BLA reporter, FRET fluorescence, antagonist mode; hit rate 0.27% among 170,000; inhibition, % at 4.98 µM; Q99500; AID 485;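 active means inhibition above the plate cutoff, the mean inhibition of test wells on that plate plus 3 SD, cut at about 28% in these data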;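 further: cells challenged with S1P at its EC80 of 0.8 µM; blue over green emission ratio from cleaved BLA substrate after 4 h stimulation; 0% = S1P-stimulated wells and 100% = unstimulated DMSO-only wells; some compounds past the cut are filed as inactive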
Target sequence (Q99500 whole entry, looked up): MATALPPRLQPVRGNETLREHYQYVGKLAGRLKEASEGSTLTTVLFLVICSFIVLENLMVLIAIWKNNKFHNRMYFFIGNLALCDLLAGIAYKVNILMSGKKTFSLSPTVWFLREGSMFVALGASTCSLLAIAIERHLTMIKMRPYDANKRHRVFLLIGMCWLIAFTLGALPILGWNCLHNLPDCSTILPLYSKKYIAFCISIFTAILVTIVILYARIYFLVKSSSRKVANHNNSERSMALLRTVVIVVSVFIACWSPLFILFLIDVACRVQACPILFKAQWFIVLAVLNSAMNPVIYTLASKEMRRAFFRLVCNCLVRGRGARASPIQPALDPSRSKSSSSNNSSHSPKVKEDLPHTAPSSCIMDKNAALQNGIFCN
RAM network inh: yeast RAM network inhibition; S. cerevisiae dse1pr::URA3 reporter, 5-FOA growth OD615, 2 d; analog-sensitive cbk1-as2 kinase mutant strain; inhibition, % at 50 µM; hit rate 1.8% among 190,000;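 active means inhibition above a set limit, 3 SD over mean compound inhibition, cut at about 8.4% in these data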;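 further: 0% = DMSO-only wells with no growth and 100% = 10 µM 1-NA-PP1 full growth; inhibition rescues growth on 5-FOA so higher OD means more RAM inhibition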
PMI activator: increases human mannose-6-phosphate isomerase activity. P34949. purified human PMI, coupled resazurin fluorescence, 20 min; hits give high values; 1 = vehicle control, 0 substrate-free wells. activation factor at 20 µM. hit rate 0.005% among 190,000. AID 1214;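 active means activation factor of 2 or more at 20 µM, relative to plate controls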
Hsp70 act: Hsp70 transcriptional activation, primary screen | HeLa Hsp70 promoter luciferase reporter, luminescence; scaled: vehicle 0, proteasome-inhibitor control 100% | hit rate 0.04% among 200,000 | activation, % at 10 µM;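 active means activation above the mean across all tested compounds plus 3 SD, cutoff set per campaign, cut at about 5.5% in these data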;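 further: 100% = MG132 at 30 µM as the positive control and 0% = DMSO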
TNAP inh no acc: inhibitors of human TNAP without phosphate acceptor; P05186; purified TNAP, CDP-star luminescence, 30 min; inhibition, % at 20 µM; hit rate 0.26% among 200,000; AID 1012;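 active means tissue-nonspecific alkaline phosphatase inhibition above about 50% at 20 µM in the single-dose screen, limit read from the data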;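 further: 0% = DMSO negative control and 100% = EDTA positive control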
Target sequence (P05186 whole entry, looked up): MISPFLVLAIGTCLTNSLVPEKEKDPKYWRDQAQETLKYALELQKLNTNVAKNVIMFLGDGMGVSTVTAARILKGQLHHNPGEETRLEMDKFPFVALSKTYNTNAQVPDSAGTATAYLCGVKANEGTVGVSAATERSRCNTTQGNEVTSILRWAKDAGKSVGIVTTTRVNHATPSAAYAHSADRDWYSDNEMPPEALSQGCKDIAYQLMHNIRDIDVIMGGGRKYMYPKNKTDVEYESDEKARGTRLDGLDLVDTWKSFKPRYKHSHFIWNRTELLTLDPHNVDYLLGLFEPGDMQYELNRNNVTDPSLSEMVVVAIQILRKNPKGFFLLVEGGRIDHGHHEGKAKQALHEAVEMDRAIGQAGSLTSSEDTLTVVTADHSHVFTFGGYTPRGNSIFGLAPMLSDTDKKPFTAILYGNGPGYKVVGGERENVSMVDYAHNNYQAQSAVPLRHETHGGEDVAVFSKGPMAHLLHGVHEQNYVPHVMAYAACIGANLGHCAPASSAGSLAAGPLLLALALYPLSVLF
L major viab: reduces viability of Leishmania major promastigotes; hit rate 9% among 200,000; inhibition, % at 10 µM; resazurin fluorescence viability; in the data active means inhibition above about 50%;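 further: promastigotes grown with compound for 44 hours at 28 °C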
DTT redox prof: compounds producing H2O2 with reducing agent – biochemical, NIH compound library profiling, artefact control for MLSCN library redox annotation, primary screen; DTT-dependent redox cycling H2O2, phenol red/HRP absorbance; 100% = 100 µM peroxide control, 0% = buffer; activation, % at 10 µM; hit rate 0.03% among 200,000; AID 878;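 active means activation of at least 50% relative to the plate's high and low controls in the primary single-dose screen; inactive means activation below 50%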;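 further: compound incubated with DTT at 0.8 mM final as the reducing agent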
HMGR II inh: inhibitors of class II HMG-CoA reductase from Enterococcus faecalis; hit rate 0.41% among 190,000; purified E. faecalis HMGR, NADPH absorbance 340 nm kinetic; inhibition, % at 10 µM;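 active means inhibition above a set limit, the median over all tested compounds plus 3 SD, cut at about 9.5% in these data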;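 further: enzyme runs in reverse so mevalonate oxidation gives rising NADPH absorbance; 0% = complete reaction with DMSO and 100% = background rate lacking mevalonate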
PMI act hi M6P: increases human PMI activity with near-saturating mannose 6-phosphate; activation factor at 20 µM; P34949; hit rate 0.34% among 190,000; AID 1216; coupled PMI enzyme assay, resazurin fluorescence, 20 min; hits give high values; 1 = untreated enzyme, 0 = substrate-free blank;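 active means activation factor of 2 or more at 20 µM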
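Test system: human PMI in coupled enzyme assay; Input: PMI at 15 ng/mL final; Medium: HEPES buffer, pH 7.4; Schedule: 20 min incubation at room temperature; Technique: resorufin fluorescence at Ex 544/Em 590 nm; Compound: 20 µM single dose; Probe or stimulus: Near-saturating mannose-6-phosphate, 1.0 mM.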
TNAP inh hi DEA: TNAP (human) inhibition, high acceptor. P05186. AID 1135. hit rate 0.03% among 200,000. purified TNAP, CDP-star luminescence, 1 M DEA. inhibition, % at 20 µM;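 active means over 50% inhibition of tissue-nonspecific alkaline phosphatase at 20 µM in the single-dose screen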;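 further: plate controls were DMSO wells for no effect and EDTA-quenched wells as full inhibition for full effect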
* marks the source's active call; other numbers are inactive results.

Screening Cc1cc(C)nc(-n2ncc3c2CC(c2ccccc2C)CC3=O)n1 (centres undefined) returned S1P3 antagonist -9, RAM network inh 1.6, PMI activator 1, Hsp70 act -0.3, TNAP inh no acc -11, L major viab 8, DTT redox prof 0.4, HMGR II inh 0, PMI act hi M6P 1 and TNAP inh hi DEA -4.
CN(C)CC(C)(C)CNS(=O)(=O)c1ccc(Cl)s1 was read as S1P3 antagonist -6, RAM network inh -1.4, PMI activator 1.1, Hsp70 act -0.3, TNAP inh no acc -11, L major viab 9, DTT redox prof -0.5, HMGR II inh -1, PMI act hi M6P 1 and TNAP inh hi DEA -4.
Screening Nc1cc(N)nc(SCc2cc(=O)oc3cc4c(cc23)CCC4)n1 returned S1P3 antagonist -4, RAM network inh 1.9, PMI activator 0.9, Hsp70 act 0.1, TNAP inh no acc -6, L major viab 42, DTT redox prof 3.8, HMGR II inh 0, PMI act hi M6P 0.9 and TNAP inh hi DEA 0.
For CCN(CC)NC(=S)Nc1ccccc1 the results were RAM network inh -0.8, PMI activator 0.9, Hsp70 act -0.2, TNAP inh no acc -8, L major viab -1, DTT redox prof 2.4, HMGR II inh -3, PMI act hi M6P 1 and TNAP inh hi DEA -4.
Screening Nc1cc(-c2cccc([N+](=O)[O-])c2)[nH]n1 returned S1P3 antagonist -2, RAM network inh -0.6, PMI activator 0.8, Hsp70 act -0.5, TNAP inh no acc 5, L major viab -3, DTT redox prof 0.2, HMGR II inh -6, PMI act hi M6P 0.8 and TNAP inh hi DEA -3.
Screening O=C(COc1ccccc1)Nc1cccc2nsnc12 returned S1P3 antagonist 18, RAM network inh 1.0, PMI activator 0.9, Hsp70 act 0.0, TNAP inh no acc -10, L major viab -11, DTT redox prof -1.9, HMGR II inh -1, PMI act hi M6P 0.8 and TNAP inh hi DEA -5.
`O=C(NCC1CCCO1)c1cc(-c2ccco2)nc2ccccc12` (centres undefined) gave S1P3 antagonist -27, RAM network inh 1.2, PMI activator 0.7, Hsp70 act -0.2, TNAP inh no acc -13, L major viab -3, DTT redox prof 2.0, HMGR II inh 0, PMI act hi M6P 0.8 and TNAP inh hi DEA -7.
`CCS(=O)(=O)N1CCCC(c2nc(-c3cccc(OC)c3)no2)C1` (centres undefined) gave S1P3 antagonist -22, RAM network inh -0.3, PMI activator 0.8, Hsp70 act -0.2, TNAP inh no acc -2, L major viab 2, DTT redox prof 2.4, HMGR II inh -6, PMI act hi M6P 0.9 and TNAP inh hi DEA -2.
For COc1ccc(-n2nnnc2SCC(=O)Nc2nc3c(s2)CCCC3)cc1 the results were RAM network inh 4.5, PMI activator 0.9, Hsp70 act 0.1, TNAP inh no acc -4, L major viab 7, DTT redox prof 0.1, HMGR II inh 4, PMI act hi M6P 0.9 and TNAP inh hi DEA -3.
For CCOC(=O)C1CCN(C(=O)CN(c2cc(OC)ccc2OC)S(=O)(=O)c2ccccc2)CC1 the results were S1P3 antagonist -6, RAM network inh 2.0, PMI activator 1, Hsp70 act 0.1, TNAP inh no acc -17, L major viab -5, DTT redox prof -1.0, HMGR II inh 2, PMI act hi M6P 1 and TNAP inh hi DEA -11.
COc1ccc(Cl)cc1NC(=O)COC(=O)C(CC(C)C)N1C(=O)C2CC=CCC2C1=O (centres undefined) was read as S1P3 antagonist 7, RAM network inh 4.7, PMI activator 0.8, Hsp70 act -0.5, TNAP inh no acc 2, L major viab 15, DTT redox prof -0.2, HMGR II inh -2, PMI act hi M6P 0.8 and TNAP inh hi DEA 2.
`CCN(CC(=O)NCc1ccc(F)cc1)Cc1cc(=O)n2ccsc2n1` gave S1P3 antagonist 1, RAM network inh 2.0, PMI activator 1.3, Hsp70 act -0.2, TNAP inh no acc -6, L major viab -3, DTT redox prof -0.6, HMGR II inh 2, PMI act hi M6P 1.2 and TNAP inh hi DEA 0.
Screening COc1cc(Cl)c(C)cc1NC(=O)CSc1ccc(NC(C)=O)cc1 returned S1P3 antagonist -19, RAM network inh 2.6, PMI activator 0.9, Hsp70 act -0.1, TNAP inh no acc -12, L major viab 32, DTT redox prof -0.6, HMGR II inh -1, PMI act hi M6P 0.9 and TNAP inh hi DEA -6.
Cc1cccc(C)c1NCc1nnc(SCC(=O)Nc2nc(-c3ccccc3)cs2)n1-c1ccccc1 was read as S1P3 antagonist 2, RAM network inh 5.8, PMI activator 0.9, Hsp70 act -0.2, TNAP inh no acc -6, L major viab -5, DTT redox prof 0.1, HMGR II inh 3, PMI act hi M6P 1 and TNAP inh hi DEA 5.
For C/C(=N\NC(=O)COc1ccccc1F)c1cc2ccccc2o1 the results were S1P3 antagonist -8, RAM network inh 3.1, PMI activator 1, Hsp70 act -0.2, TNAP inh no acc -6, L major viab 49, DTT redox prof 0.3, HMGR II inh -2, PMI act hi M6P 0.9 and TNAP inh hi DEA -4.
`Cc1cc(C)cc(NS(=O)(=O)c2ccc(NC(=S)NC(=O)c3ccc(Br)o3)cc2)c1` gave RAM network inh 0.7, PMI activator 0.9, Hsp70 act -0.2, TNAP inh no acc 24, L major viab 95*, DTT redox prof 0.2, HMGR II inh -1, PMI act hi M6P 0.9 and TNAP inh hi DEA 6.
For COc1ccc(CCNC(=O)CC(NC(=O)c2ccccc2Cl)c2ccccc2)cc1 (centres undefined) the results were S1P3 antagonist -7, RAM network inh 3.7, PMI activator 1.1, Hsp70 act 0.0, TNAP inh no acc -66, L major viab 75*, DTT redox prof -0.1, HMGR II inh -2, PMI act hi M6P 1 and TNAP inh hi DEA -15.
`Nc1cc(=O)[nH]c(=O)n1-c1cccc(F)c1` gave S1P3 antagonist 6, RAM network inh 1.1, PMI activator 1, Hsp70 act -0.4, TNAP inh no acc -10, L major viab -6, DTT redox prof -1.1, HMGR II inh 0, PMI act hi M6P 1 and TNAP inh hi DEA -5.
`O=C(c1ccc2c3c(cccc13)CC2)C1CCCN(Cc2ccncc2)C1` (centres undefined) gave S1P3 antagonist 5, RAM network inh 0.5, PMI activator 1, Hsp70 act -0.4, TNAP inh no acc -3, L major viab 97*, DTT redox prof -0.2, HMGR II inh -5, PMI act hi M6P 1 and TNAP inh hi DEA -4.
COc1ccccc1Nc1nccc(N(C)C)c1C#N was read as S1P3 antagonist -32, RAM network inh 0.5, PMI activator 1, Hsp70 act -0.3, TNAP inh no acc -7, L major viab -3, DTT redox prof -1.6, HMGR II inh -5, PMI act hi M6P 1 and TNAP inh hi DEA -4.
For COc1cccc(/C=N/NC(=O)CCc2ccccc2)c1 the results were RAM network inh -0.4, PMI activator 0.9, Hsp70 act -0.1, TNAP inh no acc -8, L major viab -3, DTT redox prof 1.5, HMGR II inh -3, PMI act hi M6P 1 and TNAP inh hi DEA -4.
`COc1ccc(C(CC(=O)O)NC(=O)COc2cc(C)ccc2C)cc1OC` (centres undefined) gave S1P3 antagonist -17, RAM network inh -0.6, PMI activator 1.2, Hsp70 act 0.3, TNAP inh no acc -14, L major viab 1, DTT redox prof -0.2, HMGR II inh -4, PMI act hi M6P 1.2 and TNAP inh hi DEA -4.
Screening CCOC(=O)c1nc(NCc2cccc(OC)c2)c2ccccc2n1 returned S1P3 antagonist -2, RAM network inh -0.9, PMI activator 1, Hsp70 act -0.2, TNAP inh no acc -10, L major viab 44, DTT redox prof -1.7, HMGR II inh 0, PMI act hi M6P 1 and TNAP inh hi DEA 0.
CCC(=O)Nc1nc2ccc(S(C)(=O)=O)cc2s1 was read as RAM network inh 1.0, PMI activator 1, Hsp70 act -0.2, TNAP inh no acc -8, L major viab 2, DTT redox prof 0.6, HMGR II inh -7, PMI act hi M6P 1.1 and TNAP inh hi DEA 0.

No new results follow: an excerpt of the list.
`CCN(CC(=O)NCc1ccc(F)cc1)Cc1cc(=O)n2ccsc2n1` gave S1P3 antagonist 1, RAM network inh 2.0, PMI activator 1.3, Hsp70 act -0.2, TNAP inh no acc -6, L major viab -3, DTT redox prof -0.6, HMGR II inh 2, PMI act hi M6P 1.2 and TNAP inh hi DEA 0.
Screening COc1cc(Cl)c(C)cc1NC(=O)CSc1ccc(NC(C)=O)cc1 returned S1P3 antagonist -19, RAM network inh 2.6, PMI activator 0.9, Hsp70 act -0.1, TNAP inh no acc -12, L major viab 32, DTT redox prof -0.6, HMGR II inh -1, PMI act hi M6P 0.9 and TNAP inh hi DEA -6.
Cc1cccc(C)c1NCc1nnc(SCC(=O)Nc2nc(-c3ccccc3)cs2)n1-c1ccccc1 was read as S1P3 antagonist 2, RAM network inh 5.8, PMI activator 0.9, Hsp70 act -0.2, TNAP inh no acc -6, L major viab -5, DTT redox prof 0.1, HMGR II inh 3, PMI act hi M6P 1 and TNAP inh hi DEA 5.
For C/C(=N\NC(=O)COc1ccccc1F)c1cc2ccccc2o1 the results were S1P3 antagonist -8, RAM network inh 3.1, PMI activator 1, Hsp70 act -0.2, TNAP inh no acc -6, L major viab 49, DTT redox prof 0.3, HMGR II inh -2, PMI act hi M6P 0.9 and TNAP inh hi DEA -4.
`Cc1cc(C)cc(NS(=O)(=O)c2ccc(NC(=S)NC(=O)c3ccc(Br)o3)cc2)c1` gave RAM network inh 0.7, PMI activator 0.9, Hsp70 act -0.2, TNAP inh no acc 24, L major viab 95*, DTT redox prof 0.2, HMGR II inh -1, PMI act hi M6P 0.9 and TNAP inh hi DEA 6.
For COc1ccc(CCNC(=O)CC(NC(=O)c2ccccc2Cl)c2ccccc2)cc1 (centres undefined) the results were S1P3 antagonist -7, RAM network inh 3.7, PMI activator 1.1, Hsp70 act 0.0, TNAP inh no acc -66, L major viab 75*, DTT redox prof -0.1, HMGR II inh -2, PMI act hi M6P 1 and TNAP inh hi DEA -15.

Assay outcomes as filed in PubChem.
